# Assay outcomes as filed in PubChem.
# Integrin act MD: activators of alpha7 integrin expression for muscular dystrophy; actives 0.064% (n = 350,000); AID 624291; Potency, µM (titrated, usually from 38.3 µM), for inactives: at the top dose activation, usual class: activators; alpha7betagal myoblasts, beta-gal FDG fluorescence, 48 h;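 note: potency is the fitted concentration of half-maximal effect; 100% = response of the positive control SU9516; nearly all actives have a fitted effect of over 60% in size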
#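 alpha7betagal+/- myoblasts (passage 13, 250/well) treated 48 h at 37C with compounds at 1:260 dilution of DMSO stock. Lysed, then beta-galactosidase activity read as FDG fluorescence (ex 480/em 540) after 30 min, with pre-read for autofluorescence.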
# ELG1 DNA repair: blocks ELG1-dependent DNA repair in HEK293T cells; HEK293T ELG1-luciferase reporter, luminescence, 16 h; DNA damage induced by 5-fluorouridine; Potency, µM (titrated, usually from 46.1 µM), for the others: top-dose activity change, negative = inhibition, usual class: inhibitors; actives 2.3% (n = 330,000); note: potency is the fitted concentration of half-maximal effect; % is set by controls: 0 for no effect and ±100 for the full control effect; nearly all actives have a fitted effect of over 55% in size
#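 Quantitative HTS, concentration-response format. 2,000 cells/well co-treated with 5-fluorouridine and compound, 16 hr in 5% CO2 at 37 °C; ONE-Glo luminescence read after 30 min.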
# BRCA1 expr act: BRCA1 expression activation | MCF7-BRCA1-FFLuc reporter, luminescence, 48 h; response scale: scaled: vehicle 0%, 10 µM genistein 100% | Potency, µM (highest dose often 46.1 µM), inactives show at the top dose activation, usual class: activators | actives 1.1% (n = 380,000); note: potency is the fitted concentration of half-maximal effect; nearly all actives have a fitted effect of over 80% in size; some results filed as inactive show a strong effect at the top dose
#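 Reporter cells (MCF7, BRCA1 promoter-firefly luciferase) received library compounds across a concentration series for 48 h. End-point luminescence was measured and concentration-effect curves derived after normalization.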
# MLL CXXC-DNA inh: blocks binding of human MLL CXXC domain to DNA | MLL-CXXC / FITC-HOXA9 DNA fluorescence polarization | Potency, µM (titrated, usually from 115 µM), without a hit: at the highest dose activity change, negative = inhibition, most hits filed as inhibitors | actives 0.037% (n = 290,000); active = well fitted inhibition curve with a large enough effect in the polarisation, with a control signal flat, not every such curve was filed as active; inconclusive = small, poorly fitted or top-dose-only effect, or effect the other way, or a change in a side signal; inactive = no such curve, though single readings can be large or run the other way; the % refers to the polarisation; note: potency is the fitted concentration of half-maximal effect
#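 Purified MLL-CXXC (added from a 7 uM solution) was preincubated 5 min at ambient with pinned compounds in 50 mM Tris-HCl pH 7.5, 50 mM NaCl, 1 mM DTT, 0.05% BSA. Fluorescein-labeled HOX-A9 DNA (50 nM solution) followed, 30 min, then polarization read.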
# B2AR arrestin: beta2AR (human) beta-arrestin recruitment activity. P07550. beta-arrestin recruitment to beta2AR, cell-based reporter. Potency, µM (highest dose often 46.1 µM), for inactives: at the top dose activation, usual class: activators. actives 0.02% (n = 330,000);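 note: potency is the fitted concentration of half-maximal effect; 0% = DMSO controls and full agonism = EC100 isoproterenol or metaproterenol; nearly all actives have a fitted effect of over 65% in size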
# Target sequence (P07550 whole entry, looked up): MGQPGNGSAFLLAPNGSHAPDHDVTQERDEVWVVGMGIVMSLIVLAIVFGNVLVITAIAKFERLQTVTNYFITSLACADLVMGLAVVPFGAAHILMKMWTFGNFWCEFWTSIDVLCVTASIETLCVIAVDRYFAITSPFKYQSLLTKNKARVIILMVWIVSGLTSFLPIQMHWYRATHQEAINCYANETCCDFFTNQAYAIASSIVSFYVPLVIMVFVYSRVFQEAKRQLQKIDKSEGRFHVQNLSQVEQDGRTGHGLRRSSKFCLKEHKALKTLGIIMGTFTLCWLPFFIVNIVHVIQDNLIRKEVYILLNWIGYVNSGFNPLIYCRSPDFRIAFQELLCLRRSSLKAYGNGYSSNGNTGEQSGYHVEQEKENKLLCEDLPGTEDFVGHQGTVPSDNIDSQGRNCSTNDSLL
# TRPV1 ag: agonists of human vanilloid receptor 1 (TRPV1); Q8NER1; AID 540275; TRPV1-expressing cells, Fluo-8 calcium influx, agonist mode; actives 0.19% (n = 320,000); activation, % at 8.33 µM; in the data active = activation above about 80%; inconclusive = between about 30% and that limit; note: 0% is about no effect
#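 Cells expressing TRPV1 were dye-loaded with Fluo-8 and read kinetically: 10 s baseline, 3 min after compound (agonist portion), then 2 min after EC20 capsaicin (allosteric enhancer portion). Calcium-bound dye fluorescence at 480/520 nm.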
# p53 reactivation: restores transcriptional activity of mutant p53; H1299 p53-A138V BP100-luciferase reporter, luminescence, 24 h; Potency, µM (highest dose often 92.2 µM), without a hit: at the highest dose activity change, positive = activation, usual class: activators; actives 0.063% (n = 320,000); AID 504706; note: potency is the fitted concentration of half-maximal effect; % of control where 0% means no effect; nearly all actives have a fitted effect of over 45% in size
#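 p53-null H1299 cells stably carrying temperature-sensitive p53-A138V and a BP100-luciferase reporter were pinned with compounds (4-point, 1:5 series) and held 24 hrs at 37 deg C. Luminescence was read 10 min after detection reagent.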
# AT treatment: potential ataxia-telangiectasia treatments restoring KAP-1 phosphorylation; […] A-T fibroblasts, KAP-1 phosphorylation AlphaLISA; neocarzinostatin DNA damage 30 min before lysis; Potency, µM (titrated, usually from 57.5 µM), without a hit: at the top dose activation, actives largely listed as activators; actives 0.19% (n = 320,000); AID 485349; note: potency is the fitted concentration of half-maximal effect; % of control where 0% means no effect; nearly all actives have a fitted effect of over 45% in size
#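 ATM-like activity read as KAP-1 phosphorylation via AlphaLISA donor/acceptor antibody pairs after lysis and 6 hr at 25C. Cells were ATM-null patient fibroblasts ([…], hTERT), dosed 60 min, then exposed to the DSB inducer NCS for 30 min.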
# TCR act: activates T cell receptor signaling | Potency, µM (top dose mostly 9.22 µM), inactives show top-dose activation of IL-2 secretion, hits mostly activators | primary human leukocytes, anti-CD3, IL-2 HTRF, 48 h | 330,000 tested, under 10 active | AID 504894; note: % of control where 0% means no effect
#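 IL-2 produced over 48 hr by a-CD3 bead-stimulated primary human leukocytes exposed to compounds was detected with a homogeneous time-resolved FRET immunoassay, 665nm acceptor signal after 320nm excitation.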
# PTAP TSG101 blk: blocks PTAP/TSG101 interaction to inhibit HIV-1 budding; Fluorescence polarization, FITC-PTAP peptide / Tsg101 binding; Potency, µM (titrated, usually from 115 µM), without a hit: at the top dose activity change, negative = inhibition, actives largely listed as inhibitors; 340,000 tested, under 10 active; AID 493005; active = well fitted inhibition curve with a large enough effect in the main read-out, with a control signal flat, not every such curve was filed as active; inconclusive = small, poorly fitted or top-dose-only effect, or effect the other way, or a change in a side signal; inactive = no such curve, though single readings can be large or run the other way; note: potency is the fitted concentration of half-maximal effect; % of control where 0% means no effect
# Target sequence (Q99816 whole entry, looked up): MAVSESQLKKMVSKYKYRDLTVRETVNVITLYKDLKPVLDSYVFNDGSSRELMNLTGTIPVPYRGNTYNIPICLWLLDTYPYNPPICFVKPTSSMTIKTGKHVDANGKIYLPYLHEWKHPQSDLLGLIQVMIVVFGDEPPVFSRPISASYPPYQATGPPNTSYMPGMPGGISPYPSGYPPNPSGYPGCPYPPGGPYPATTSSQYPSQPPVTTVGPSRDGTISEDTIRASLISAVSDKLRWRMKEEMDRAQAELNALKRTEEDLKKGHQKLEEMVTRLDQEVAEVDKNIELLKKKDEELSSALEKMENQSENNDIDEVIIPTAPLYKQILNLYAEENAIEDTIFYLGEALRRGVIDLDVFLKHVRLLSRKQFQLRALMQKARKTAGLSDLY
#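 Tsg101 binding domain (10 uM final) was mixed with compound and a FITC-labeled PTAP peptide (50 nM final) in HEPES pH 7.5 buffer with NaCl, Tween 20, EDTA and TCEP; fluorescence polarization was read after 20 min at r.t.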
# * hit, by the source's call; ? = inconclusive; / = no result given; [ ] = dose if it differs, or a comment. Unless noted, calls come from the whole dose curve; as a rule, active = well fitted curve in the direction sought with a large enough effect; inconclusive = small, poorly fitted or top-dose-only effect, or another doubt; inactive = no such curve, though single readings can be large; an effect the other way counts as inactive or inconclusive. The order is random, and some 3.8% of all compounds hit somewhere here.
SMILES,Integrin act MD,ELG1 DNA repair,BRCA1 expr act,MLL CXXC-DNA inh,B2AR arrestin,TRPV1 ag,p53 reactivation,AT treatment,TCR act,PTAP TSG101 blk
CCCCCn1nc(C(=O)OCc2nnc(-c3ccccc3)o2)c2ccccc2c1=O,-8%,12%,18%,/,-0.1%,4,1%,9%,-2%,0%
COc1cc(C(c2c(C)[nH][nH]c2=O)c2c(C)[nH][nH]c2=O)ccc1OS(=O)(=O)c1ccccc1,-3%,2%,18%,-1%,-0.8%,2,4%,5%,/,/
C#CCOCCOCCOCCNc1nc(N2CCN(C(=O)CCCCCCCCCCNC(=O)[C@@H](CCC(=O)O)n3cc(CCCCCN)nn3)CC2)nc(N2CCN(C(=O)CCCCCCCCCCNC(=O)[C@H](CCCCN)n3cc(C[C@@H](C)CC)nn3)CC2)n1,-24%,3.2µM*,-24%,/,0.5%,4,21%,-19%,2%,-9%
CCCCn1c(CN(Cc2ccccc2)Cc2ccccc2)nc2c1c(=O)n(C)c(=O)n2C,11%,/,1%,/,/,/,/,/,2%,-9%
COc1ccccc1N1CCN(C(=O)C2CC(=O)N(c3ccccc3)C2)CC1 (configuration not stated),8%,-7%,-5%,-10%,0.3%,1,6%,-3%,-3%,-2%
COc1ccc(CCNC(=O)COC(=O)c2cc(OC)c(OC)cc2OC)cc1OC,15%,-12%,-6%,14%,0.2%,-1,-1%,1%,-2%,-1%
CC(=O)N1c2ccccc2Sc2ccccc21,?,3%,-3%,5%,7.8%,-1,/,11%,/,-6%
CC1Cc2ccccc2N1C(=O)c1ccnc(C(C)(C)C)c1 (configuration not stated),-19%,-7%,-23%,7%,-0.1%,-1,-9%,4%,1%,-1%
CCCCNC(=O)Cn1c(=O)c2c(ncn2CCC(C)C)n(Cc2ccccc2)c1=O,-8%,0%,0%,4%,-0.7%,-2,-7%,-6%,-3%,3%
Cc1onc(-c2ccccc2Cl)c1C(=O)OCC(=O)N1CCCc2ccccc21,-20%,?,-26%,-6%,0.3%,12,-4%,9%,-7%,-6%
CCCCCC(=O)N[C@@H](c1ccccc1)[C@@H](O)C(=O)O[C@H]1C[C@@]2(O)[C@@H](OC(=O)c3ccccc3)C3[C@](C)(C(=O)[C@H](OC(C)=O)C(=C1C)C2(C)C)[C@@H](O)C[C@H]1OC[C@@]31OC(C)=O (some centres not stated),0%,-24%,?,-1%,-0.6%,-1,/,14%,6%,-1%
CCOC(=O)N1CCN(CC(O)COc2ccc(C)cc2C(C)(C)C)CC1 (configuration not stated),-14%,-15%,-18%,-9%,-0.3%,1,-3%,-2%,-9%[46.1 µM],-1%
CN(c1ccccc1)S(=O)(=O)c1ccc(Cl)c(C(=O)Nc2nn[nH]n2)c1,10%,-9%,-6%,9%,0.0%,0,-2%,2%,3%,-3%
O=C(OCc1ccccc1)c1cc(S(=O)(=O)N2CCCCC2)ccc1N1CCOCC1,28%,?,-54%,/,0.0%,26,-7%,7%,-2%,-4%
COc1ccccc1OCCC(=O)OCC(=O)NCc1ccccc1,3%,15%,-5%,-7%,1.0%,0,-15%,1%,9%[46.1 µM],0%

# Entries shown so far that contain a Cl atom:
SMILES,Integrin act MD,ELG1 DNA repair,BRCA1 expr act,MLL CXXC-DNA inh,B2AR arrestin,TRPV1 ag,p53 reactivation,AT treatment,TCR act,PTAP TSG101 blk
Cc1onc(-c2ccccc2Cl)c1C(=O)OCC(=O)N1CCCc2ccccc21,-20%,?,-26%,-6%,0.3%,12,-4%,9%,-7%,-6%
CN(c1ccccc1)S(=O)(=O)c1ccc(Cl)c(C(=O)Nc2nn[nH]n2)c1,10%,-9%,-6%,9%,0.0%,0,-2%,2%,3%,-3%

# Later entries
SMILES,Integrin act MD,ELG1 DNA repair,BRCA1 expr act,MLL CXXC-DNA inh,B2AR arrestin,TRPV1 ag,p53 reactivation,AT treatment,TCR act,PTAP TSG101 blk
Brc1ccc(CSc2nnc3ccccn23)cc1,3%,?,?,5%,0.0%,15,7%,-3%,1%,-3%
COc1cc(/C=N/NC(=O)CNC(=O)c2ccccc2)ccc1OC(=O)c1cccs1,3%,-4%,6%,86%[activator],0.5%,-1,-2%,-1%,-11%,0%
CC(C)[C@H](NC(=O)N1c2ccccc2NC(=O)[C@@H]1C(C)C)C(=O)N[C@@H](Cc1c[nH]c2ccccc12)C(=O)O,-24%,-3%,-2%,0%,-0.1%,-1,13%,-2%,0%,1%
CCN(CC)CCNc1nc2ccccc2n1C,-14%,-2%,0%,-1%,0.0%,-1,3%,1%,-1%,-3%
Fc1ccc(CSc2nc3ncccc3[nH]2)cc1,-3%,?,?,-1%,-0.2%,5,?,0%,-9%,-5%
CCOC(=O)COc1ccc2nsnc2c1,2%,6%,-17%,1%,-0.4%,1,-6%,0%,8%,-1%
CC(C)CNC(=S)N(CCO)Cc1cc2cc3c(cc2[nH]c1=O)OCO3,8%,-15%,-19%,-1%,0.0%,0,-5%,-5%,-6%,-7%
CC1C(=O)O[C@@H]2C[C@@H](C)[C@@H]3CCC(=O)[C@@]3(C)[C@@H](O)[C@H]12 (some centres not stated),18%,4%,4%,-6%,-0.2%,-3,0%,-3%,-2%,-5%
O=C(CCS(=O)(=O)c1cccs1)Nc1ccc(C(=O)NCc2ccccc2)cc1,-2%,?,-24%,16%,-0.2%,2,4%,4%,-2%,0%
COC(=O)[C@H]1Cc2cnoc2C[C@]1(C)C(=O)O,5%,1%,-10%,-4%,-0.9%,0,0%,2%,-3%[46.1 µM],1%
O=C(N/N=C/c1ccc(Cl)c([N+](=O)[O-])c1)c1cnccn1,-35%,?,15%,-3%,8.0%,10,13%,0%,3%[46.1 µM],-5%
Cc1ccc(S(=O)(=O)Cc2ccc(C(=O)NCCCN3CCCC3=O)o2)cc1,5%,13%,14%,-7%,-0.3%,6,2%,/,-3%,-3%
Cc1occc1-c1nnc(SCC(=O)Nc2nccs2)n1Cc1ccco1,-18%,-19%,-9%,-3%,0.6%,8,-28%,-6%,0%,-3%
CC(Sc1nc2ccccc2c(=O)n1CC1CCCO1)C(=O)NC(C)c1ccccc1 (configuration not stated),4%,5%,1%,/,-0.2%,-3,9%,1%,1%,0%
CN1CCN(NC(=O)c2cccc(S(=O)(=O)N3CCCCCC3)c2)CC1,-28%,-8%,-1%,8%,-0.2%,-1,-2%,0%,0%,-5%
O=C(CCNS(=O)(=O)c1ccccc1C(F)(F)F)N1CCN(c2ccccc2O)CC1,-21%,6%,-4%,/,-0.2%,4,-1%,2%,8%,-3%
CCOc1ccc(NC(=O)CCC(=O)Nc2nnc(CC)s2)cc1,?,0%,1%,3%,-0.9%,-3,8%,3%,0%,-1%
CCOC(=O)C1=CN(Cc2ccco2)S(=O)(=O)N(C)C1c1ccccc1 (configuration not stated),-11%,-13%,0%,/,-0.2%,/,10%,0%[11.5 µM],-3%[46.1 µM],-5%
C=CCN(c1ccccc1)S(=O)(=O)c1cccc(C(=O)NC2CCC(O)CC2)c1 (configuration not stated),9%,15%,-15%,/,0.0%,19,2%,4%,0%,-5%
OC(COc1ccc(Br)cc1)Cn1ccnc1 (configuration not stated),-17%,-9%,-18%,14%,-0.5%,-2,-4%,4%,4%,-5%
O=S(=O)(NCc1ccc(F)cc1)c1ccc(-n2cccn2)cc1,10%,-1%,-11%,9%,0.0%,14,1%,5%,1%,6%
CCOc1ccc(Nc2nc(Cc3nnc(SCC(=O)NC4CCCC4)n3C)cs2)cc1,-16%,0%,10%,-1%,-0.1%,0,-4%,-1%,3%,-5%
COc1ccc(S(=O)(=O)N2CCCN(Cc3cccc(F)c3)CC2)cc1,12%,-3%,1%,-3%,0.1%,/,2%,-12%,-2%,-6%
CC(OC(=O)c1oc2ccccc2c1COc1ccccc1)C(N)=O (configuration not stated),6%,16%,0%,1%,0.1%,-3,-5%,-8%,-3%,-2%
CC(=O)c1c(C)[nH]c(C(=O)Nc2ccc(C)cc2Br)c1C,41%,?,?,?,0.3%,?,?,-3%,8%,-1%
COc1ccc(S(=O)(=O)NC2CCCCCC2)cc1C(N)=O,-34%,-7%,33%,2%,0.4%,1,7%,5%,-9%,-1%

# For reference, part of the list above:
SMILES,Integrin act MD,ELG1 DNA repair,BRCA1 expr act,MLL CXXC-DNA inh,B2AR arrestin,TRPV1 ag,p53 reactivation,AT treatment,TCR act,PTAP TSG101 blk
CC(OC(=O)c1oc2ccccc2c1COc1ccccc1)C(N)=O (configuration not stated),6%,16%,0%,1%,0.1%,-3,-5%,-8%,-3%,-2%
CC(=O)c1c(C)[nH]c(C(=O)Nc2ccc(C)cc2Br)c1C,41%,?,?,?,0.3%,?,?,-3%,8%,-1%
COc1ccc(S(=O)(=O)NC2CCCCCC2)cc1C(N)=O,-34%,-7%,33%,2%,0.4%,1,7%,5%,-9%,-1%
